KOR beta-arrestin-1 = kappa opioid receptor blockers – cell-based, luminescence, uHTS (AID 1778) | inhibition, % at 10 µM, or IC50 in µM where a hit was titrated | KOR beta-arrestin recruitment, luminescence, antagonist mode; higher % means a stronger effect | 290,000 tested, 0.091% active; further: strong numbers were not always called active
TNAP activation fold = stimulation of alkaline phosphatase TNAP activity – biochemical, luminescent, no phosphate acceptor, uHTS, primary screen (AID 1001); purified TNAP, luminescent activation assay, no phosphate acceptor; higher activation fold means a stronger effect; activation fold at 20 µM; hits with a dose series show EC50 in µM; 200,000 tested, 0.03% active; in the data active means activation fold from about 3, or a potency from the dose series; inactive means the rest, 99 in 100 with activation fold below about 1.6; further: many of its hits are not listed in these tables
LYP inhibition = PTPN22 lymphoid phosphatase activity blockers – biochemical, fluorescence intensity, uHTS (AID 1779); 290,000 tested, 0.054% active; inhibition, % at 11.5 µM; hits with a dose series show IC50 in µM; recombinant LYP phosphatase, fluorescence intensity; higher % means a stronger effect;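 further: plate controls were vehicle with enzyme for no effect and no enzyme for full effect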
HEK293 NOD2/NF-kB = NOD2 signaling inhibitors, cell-based, luminescence, uHTS, HEK293 (AID 1566); HEK293 NOD2/NF-kB luciferase reporter, luminescence; higher % means a stronger effect; one-dose inhibition, % at 4 µM; EC50 in µM for titrated hits; 290,000 tested, 0.63% active; further: many of its hits are not listed in these tables
XIAP displacement = small molecules displacing peptide from XIAP – biochemical, IAP family, fluorescence polarization (AID 1018) | XIAP BIR domain, fluorescence polarization peptide displacement; higher % means a stronger effect | displacement, % at 20 µM; hits with a dose series show IC50 in µM | 200,000 tested, 0.007% active; in the data active means displacement above about 50%; further: a part of the inactive calls stands beside numbers as strong as those of hits
KOR beta-arrestin-2 = KOR agonists, beta-arrestin recruitment, primary screen, cell-based, luminescence, uHTS (AID 1777). KOR beta-arrestin recruitment, luminescence; higher % means a stronger effect. activation, % at 10 µM, or EC50 in µM where a hit was titrated. 280,000 tested, 0.02% active; in the data active means activation above about 50%, passing the limit was not always enough; further: a part of the inactive calls stands beside numbers as strong as those of hits
NOD1 NF-kB reporter = NOD1 signaling inhibitors, primary screen, cell-based, luminescence, uHTS (AID 1578). NOD1-driven NF-kB luciferase reporter cells, luminescence; higher % means a stronger effect. inhibition, % at 4 µM, or EC50 in µM where a hit was titrated. 290,000 tested, 1% active; in the data active means inhibition mostly above about 36%, no sharp cut-off; inactive means mostly below about 34%;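 further: HEK-293T reporter cells stimulated with the NOD1 agonist gamma-tri-DAP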
PMI inhibitors = MPI enzyme activity inhibition – biochemical, fluorescence intensity, coupled assay, primary screen (AID 1209); inhibition, % at 20 µM; hits with a dose series show IC50 in µM; purified PMI enzyme, coupled fluorescence intensity; higher % means a stronger effect; 190,000 tested, 0.42% active;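 further: plate controls were DMSO vehicle for no effect and wells lacking substrate for full effect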
human PMI inhibitors = MPI inhibition at elevated mannose 6-phosphate – biochemical, fluorescence intensity, high mannose 6-phosphate, primary screen (AID 1220). recombinant PMI enzyme, coupled fluorescence intensity; higher % means a stronger effect. inhibition, % at 20 µM, or IC50 in µM where a hit was titrated. 190,000 tested, 0.66% active
* marks the source's active call; other numbers are inactive results; x = no result given; [ ] = remark or other dose. Unless noted, no stated cut-off is given here; in the data, active means inhibition above about 50%; inactive means the rest. An excerpt, so the mix of outcomes need not match the whole.

structure | KOR beta-arrestin-1 | TNAP activation fold | LYP inhibition | HEK293 NOD2/NF-kB | XIAP displacement | KOR beta-arrestin-2 | NOD1 NF-kB reporter | PMI inhibitors | human PMI inhibitors
COc1ccc(CC(=O)N2CC3(C)CC2CC(C)(C)C3)cc1OC (configuration not stated) | 28% | 1.1 | -8% | 7% | -4.5% | 16% | 13% | -6% | -10%
CCOC(=O)CSc1nc2sc(C)c(C)c2c(=O)n1N | -2% | 1.1 | -8% | 18% | -4.1% | -2.0% | 1% | -2% | 0%
CN(C)S(=O)(=O)c1cccc(COC(=O)c2ccc(Cl)cc2O)c1 | -1% | x | -1% | 14% | x | 5.3% | 1% | x | x
CC(=O)Nc1nccc(-c2cc(-c3ccccc3)no2)n1 | 6% | x | -3% | -53% | x | 1.6% | -1% | x | x
O=C(C1CCC(=O)N1Cc1ccccc1Cl)N1CCN(c2ccc(F)cc2)CC1 (configuration not stated) | 10% | 1.1 | -9% | 3% | -3.2% | 0.3% | 0% | -8% | -7%
COc1ccc2ccccc2c1/C=N\NC(=O)c1ccc(C)s1 | -8% | x | -2% | -3% | x | -2.2% | -3% | x | x
C[N+](C)(C)CCN(Cc1ccc(Cl)cc1)c1ccccn1 | -21% | 1.1 | -7% | 10% | -2.2% | -1.1% | 2% | 3% | -6%
CC(C)COC(=O)N1C[C@H](O)C[C@H]1C(=O)Nc1ccc(Cl)cc1 | 20% | x | -9% | 15% | x | -5.8% | -4% | x | x
O=C(C1=C(O)/C(=C/c2ccc(O)cc2)CCC1)C(F)(F)F | 0% | 0.9 | -3% | 3% | 3.5% | -2.9% | -6% | -19% | -31%
C[n+]1ccccc1N1CCN(c2ccccc2Cl)CC1 | -51% | 1.1 | -9% | -10% | -4.0% | 6.1% | -18% | 21% | 8%
COc1cc2c(cc1NC(=S)NC(=O)c1c(OC)cccc1OC)oc1ccccc12 | -16% | 1.1 | -1% | 6% | -11% | -1.2% | -3% | 13% | 5%
O=C(NNC(=O)c1sccc1-n1cccc1)c1ccc(F)cc1 | -10% | 1.1 | -4% | 1% | -6.8% | -1.2% | -34% | 1% | 3%
c1ccc(Nc2nc(N3CCCC3)nc(N3CCCC3)n2)cc1 | 13% | 1.1 | 0% | -3% | -4.3% | -2.6% | -3% | 6% | 2%
CN(C)S(=O)(=O)n1cc(/C=C(\NC(=O)c2ccccc2)C(=O)N2CCOCC2)c2ccccc21 | -33% | x | 2% | 8% | x | -1.4% | -20% | x | x
CCOc1ccc(N2C(=O)CC(Sc3ccccc3C(=O)O)C2=O)c([N+](=O)[O-])c1 (configuration not stated) | 12% | 1 | -2% | 10% | -10% | -4.6% | -23% | -14% | -16%
CCCc1cc(=O)[nH]c(SCC(=O)N2CCC(C(=O)OCC)CC2)n1 | 3% | 1.2 | -11% | 10% | -6.5% | -6.6% | -6% | -2% | -2%
Cc1c(-n2c(SCC(=O)C(C)(C)C)nc3ccccc3c2=O)c(=O)n(-c2ccccc2)n1C | 1% | 1.1 | -1% | 9% | -11% | 0.5% | -13% | 12% | 11%
CCN1CCN(CC(=O)N2CCCC(C(=O)c3ccc(Oc4ccccc4)cc3)C2)CC1 (configuration not stated) | -22%[20 µM] | 1.1 | 4% | 9% | -6.0% | x | -28% | -3% | -9%
CCn1c(C)nc2cc(C(N)=O)ccc21 | 6% | x | -4% | 9% | x | -2.3% | 2% | x | x
CCOc1ccc(NC(=O)C2C3CCC4C(CCC32)C4(Cl)Cl)cc1 (configuration not stated) | 11% | 1.2 | 4% | -6% | -1.3% | -5.7% | -16% | -8% | -8%
O=C(Cn1c(SCC(=O)N2CCc3ccccc32)nc2ccccc21)NC1CCCC1 | x | 1.2 | 2% | 13% | -0.7% | x | -9% | -3% | -4%
COC(=O)C1C(=O)/C(=C(/C)N2CCCC2)C(=O)CC1(C)C (configuration not stated) | 13% | 1.1 | -7% | 12% | -1.7% | -4.8% | 21% | 4% | -5%
Cc1cc(C=NCCO)c(C)n1-c1cc(Cl)ccc1Cl | -28% | 1.1 | -1% | -15% | -5.4% | -4.4% | -10% | -5% | 1%
COCCNC(=O)c1ccc(-n2c(SCc3cccnc3)nc3ccccc3c2=O)cc1 | 0% | 1.1 | -7% | 13% | -9.2% | 2.5% | -35% | 7% | 12%
O=C(NC1CCCCCC1)c1ccccc1-c1ccccc1 | 5% | 1.1 | 0% | -7% | -5.1% | 1.0% | -22% | 10% | 11%

(continued)
structure | KOR beta-arrestin-1 | TNAP activation fold | LYP inhibition | HEK293 NOD2/NF-kB | XIAP displacement | KOR beta-arrestin-2 | NOD1 NF-kB reporter | PMI inhibitors | human PMI inhibitors
O=C1C2C(c3ccccc3)=NN(c3ccccc3)C2C(=O)N1c1ccccc1 (configuration not stated) | -27% | 1.1 | 3% | 7% | -12% | -2.4% | -22% | 3% | 5%
O=c1c(Cl)c(NS(=O)(=O)c2ccccc2)cnn1-c1ccccc1 | 20% | x | -3% | 9% | x | 1.5% | -8% | x | x
O=C(c1ccc(Cl)s1)N1CCCC1 | 10% | 1.1 | -5% | -4% | -2.6% | 0.1% | 3% | 5% | 1%
Nc1nc(CN2CCN(Cc3ccccc3)CC2)nc(Nc2ccc3c(c2)OCCO3)n1 | -10% | 1.1 | 2% | -2% | -1.2% | -1.1% | -61% | 3% | -2%
COc1ccc(Nc2nnc(SCC(=O)Nc3cc(C)on3)s2)cc1 | 6% | 1.1 | -3% | -23% | -6.5% | -1.9% | -17% | 10% | 2%
COc1ccccc1C(=O)NNC(=O)c1ccc(NC(=O)C(C)C)cc1 | -18%[20 µM] | 1.3 | -8% | 11% | -3.4% | -5.6% | -21% | 5% | 8%
COCCn1c(C)cc(C(=O)COC(=O)c2c(C)nn(Cc3ccccc3)c2C)c1C | 8% | 1.1 | -5% | 9% | 1.9% | -4.0% | 3% | 8% | 17%
O=C(c1cc(-c2ccc(Cl)s2)nc2ccccc12)N1CCCC1 | -26% | x | -3% | -12% | x | 14% | -34% | x | x
COc1ccc(N2C(=O)C(Cl)=C(Nc3ccccc3O)C2=O)cc1 | 14% | 1.1 | -8% | -4% | -0.3% | 0.0% | -16% | 14% | 6%
Cc1c(CC(=O)O)c(=O)oc2cc3oc4c(c3cc12)CCCC4 | -10% | x | -5% | 7% | x | -0.5% | -6% | x | x
CCOc1ccc(S(=O)(=O)N2CCCCC2)cc1NC(=O)CN1C(=O)NC(CC)(c2ccccc2)C1=O (configuration not stated) | 16% | x | -3% | 8% | x | 0.6% | -28% | x | x
CN(C)Cc1cc(C(C)(C)C)cc(C(C)(C)C)c1O | 2% | x | -3% | -5% | x | 1.5% | -2% | x | x
O=C(NNc1ncnc2sccc12)c1ccc(Cl)cc1 | 18% | x | -4% | 19% | x | -2.0% | 4% | x | x
O=C1/C(=C\c2cccnc2)SC(=S)N1C1CCS(=O)(=O)C1 (configuration not stated) | -7% | 0.7 | 3% | 12% | 0.8% | 17% | 15% | -4% | -1%
Cc1occc1-c1n[nH]c(=S)n1CC(C)C | 3% | 0.8 | -5% | 6% | -14% | -3.1% | -35% | -1% | 2%
Cc1ccc(-c2nc3sc4c(c3c(=O)n2N)CCCC4)cc1 | 6% | 0.9 | 6% | -146% | -6.0% | 0.2% | -85% | 3% | 5%
CCCC(=O)Nc1nnc(SCC(=O)N2C(C)CCCC2C)s1 (configuration not stated) | -10% | x | -12% | 5% | x | -2.6% | 20% | x | x
COc1ccc(NC(=O)CCC(=O)Nc2nnc(C(F)(F)F)s2)c(OC)c1 | -16% | 1.1 | -3% | 5% | -4.4% | -3.8% | -8% | 9% | 6%
Cn1c(COc2ccc3ccccc3c2)nnc1SCC(=O)O | -21% | 1.1 | -6% | 5% | -0.1% | -1.5% | 18% | 0% | 5%
CCN(CC)CCOC(=O)C1(C2CCCCC2)CCCCC1 | -2% | 1.1 | -7% | 0% | -11% | -1.0% | -38% | -17% | -15%
O=Cc1cccc(OCc2cccc3ccccc23)c1 | -115% | x | -2% | -40% | x | -1.4% | 0% | x | x
Cc1cccc2c(=O)c(C(=O)NCc3ccc(F)cc3)c[nH]c12 | 11%[20 µM] | x | -6% | -52% | x | -7.1% | -28% | x | x
Cc1cccc(N(CC(=O)N2CCCCCC2)S(C)(=O)=O)c1 | 8% | x | -3% | -3% | x | 0.6% | -11% | x | x
O=C(N/N=C/c1ccccc1F)C(=O)N1CCCCCC1 | -32% | x | -5% | -4% | x | 2.0% | -24% | x | x

In a second layout: entries from further up
KOR beta-arrestin-1	TNAP activation fold	LYP inhibition	HEK293 NOD2/NF-kB	XIAP displacement	KOR beta-arrestin-2	NOD1 NF-kB reporter	PMI inhibitors	human PMI inhibitors	SMILES
16%	x	-3%	8%	x	0.6%	-28%	x	x	CCOc1ccc(S(=O)(=O)N2CCCCC2)cc1NC(=O)CN1C(=O)NC(CC)(c2ccccc2)C1=O (configuration not stated)
2%	x	-3%	-5%	x	1.5%	-2%	x	x	CN(C)Cc1cc(C(C)(C)C)cc(C(C)(C)C)c1O
18%	x	-4%	19%	x	-2.0%	4%	x	x	O=C(NNc1ncnc2sccc12)c1ccc(Cl)cc1
-7%	0.7	3%	12%	0.8%	17%	15%	-4%	-1%	O=C1/C(=C\c2cccnc2)SC(=S)N1C1CCS(=O)(=O)C1 (configuration not stated)
3%	0.8	-5%	6%	-14%	-3.1%	-35%	-1%	2%	Cc1occc1-c1n[nH]c(=S)n1CC(C)C
6%	0.9	6%	-146%	-6.0%	0.2%	-85%	3%	5%	Cc1ccc(-c2nc3sc4c(c3c(=O)n2N)CCCC4)cc1
-10%	x	-12%	5%	x	-2.6%	20%	x	x	CCCC(=O)Nc1nnc(SCC(=O)N2C(C)CCCC2C)s1 (configuration not stated)
-16%	1.1	-3%	5%	-4.4%	-3.8%	-8%	9%	6%	COc1ccc(NC(=O)CCC(=O)Nc2nnc(C(F)(F)F)s2)c(OC)c1
-21%	1.1	-6%	5%	-0.1%	-1.5%	18%	0%	5%	Cn1c(COc2ccc3ccccc3c2)nnc1SCC(=O)O
-2%	1.1	-7%	0%	-11%	-1.0%	-38%	-17%	-15%	CCN(CC)CCOC(=O)C1(C2CCCCC2)CCCCC1
-115%	x	-2%	-40%	x	-1.4%	0%	x	x	O=Cc1cccc(OCc2cccc3ccccc23)c1
11%[20 µM]	x	-6%	-52%	x	-7.1%	-28%	x	x	Cc1cccc2c(=O)c(C(=O)NCc3ccc(F)cc3)c[nH]c12
8%	x	-3%	-3%	x	0.6%	-11%	x	x	Cc1cccc(N(CC(=O)N2CCCCCC2)S(C)(=O)=O)c1
-32%	x	-5%	-4%	x	2.0%	-24%	x	x	O=C(N/N=C/c1ccccc1F)C(=O)N1CCCCCC1

Screening data as filed in PubChem BioAssay.
